CHRM4 agonist – CHRM4 agonism in calcium assay; AID 624127; activation, % at 3 µM; CHO-K1 hM4/Gqi5, Fluo-8 calcium fluorescence; vehicle 0%, full acetylcholine response 100%; actives 0.14% (n = 360,000);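 active = activation above the run mean over all test wells plus 3 SD, cut at about 32% in these data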;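 also: peak over basal fluorescence ratio per well then scaled between controls; 0% = DMSO wells and 100% = acetylcholine at EC100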
Target sequence (P08173 whole entry, looked up): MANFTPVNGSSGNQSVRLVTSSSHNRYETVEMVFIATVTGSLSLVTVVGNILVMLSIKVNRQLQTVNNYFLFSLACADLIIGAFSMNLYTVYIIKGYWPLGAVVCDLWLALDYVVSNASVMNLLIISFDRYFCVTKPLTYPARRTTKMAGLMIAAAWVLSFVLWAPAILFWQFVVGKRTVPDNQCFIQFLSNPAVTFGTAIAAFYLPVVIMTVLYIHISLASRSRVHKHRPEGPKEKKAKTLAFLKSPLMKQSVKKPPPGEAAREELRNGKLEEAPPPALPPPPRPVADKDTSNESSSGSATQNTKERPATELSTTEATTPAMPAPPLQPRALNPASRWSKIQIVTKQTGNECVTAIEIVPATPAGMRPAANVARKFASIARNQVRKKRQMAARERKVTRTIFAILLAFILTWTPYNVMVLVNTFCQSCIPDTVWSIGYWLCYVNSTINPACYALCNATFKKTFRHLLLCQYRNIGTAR
OXTR potentiate – potentiates the human oxytocin receptor response; CHO-OTR cells, Fluo-8 calcium fluorescence, potentiator mode; 0% = oxytocin EC15, 100% = EC100; AID 2445; actives 0.061% (n = 320,000); P30559; activation, % at 3 µM;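 active = activation above that plate's cutoff, the mean activation of tested compounds plus 3 SD, cut at about 6.6% in these data, passing the limit was not always enough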;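 also: 100% uses oxytocin at 75 nM as the full agonist control; some results filed as inactive read as strong as hits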
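System: human OTR in CHO cells; Also added: sub-maximal oxytocin, roughly EC15; Timing: compound 6 min at room temperature before oxytocin, 100 s read; Technique: Fluo-8 intracellular calcium fluorescence, ex 470-495, em 515-575 nm; Controls: oxytocin EC15 low and EC100 high; Replication: singlicate.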
CHRM1 agonist – activates human CHRM1 receptor | AID 588814 | activation, % at 3 µM | CHO-K1 hM1, Fluo-8 calcium fluorescence, agonist mode; 0% DMSO, 100% acetylcholine EC100 | P11229 | actives 0.33% (n = 360,000);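 active = activation above the run's mean compound activation plus 3 SD, cut at about 16% in these data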;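 also: peak over basal fluorescence ratio within a 140 s kinetic read after compound addition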
Target sequence (P11229 whole entry, looked up): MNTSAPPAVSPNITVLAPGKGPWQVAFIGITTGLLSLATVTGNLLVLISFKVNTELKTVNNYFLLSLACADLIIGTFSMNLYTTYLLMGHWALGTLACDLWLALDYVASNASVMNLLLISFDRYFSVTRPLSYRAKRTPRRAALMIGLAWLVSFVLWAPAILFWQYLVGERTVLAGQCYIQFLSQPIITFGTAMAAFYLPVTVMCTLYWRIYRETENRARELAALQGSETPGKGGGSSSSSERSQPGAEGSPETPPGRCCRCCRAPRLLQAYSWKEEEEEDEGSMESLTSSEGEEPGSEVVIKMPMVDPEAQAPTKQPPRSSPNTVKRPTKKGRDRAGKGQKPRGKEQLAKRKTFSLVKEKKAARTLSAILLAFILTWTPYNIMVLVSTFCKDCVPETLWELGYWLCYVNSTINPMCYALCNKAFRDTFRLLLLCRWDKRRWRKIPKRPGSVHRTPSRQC
CHO parental Ca – signal in parental CHO cells, OX1R antagonist counter-screen; parental CHO-K1, ATP-induced calcium, Fluo-8 fluorescence; inhibition, % at 5.6 µM; actives 0.63% (n = 330,000); AID 463079;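 active = inhibition above that plate's mean sample inhibition plus 3 SD, cut at about 26% in these data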;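 also: 0% = ATP-challenged DMSO wells and 100% = DMSO wells without ATP; some compounds past the cut are filed as inactive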
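Test system: untransfected parental CHO cell line; also added: ATP stimulus; dosing: 5.6 µM, single dose; signal: calcium-sensitive Fluo-8 fluorescence; measure: percent inhibition of ATP-evoked calcium rise, normalized to controls; benchmarks: low control ATP plus DMSO, high control DMSO only; replication: one well per compound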
CHRM1 antagonist – blocks human M1 muscarinic receptor. CHO-K1 hM1, Fluo-8 calcium fluorescence, ACh EC80 antagonist. inhibition, % at 3 µM. actives 1.3% (n = 360,000). AID 588852;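 active = percent inhibition above its own plate's cutoff, namely the mean of that plate's compound wells plus 3 SD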;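 also: peak over basal fluorescence ratio during 140 s after agonist addition; 0% = ACh EC80 plus DMSO and 100% = DMSO alone without agonist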
CHO-K1 Ca antag – nonselective inhibitor or artifact in parental CHO-K1 cells; ATP-induced calcium, Fluo-8 fluorescence; actives 0.6% (n = 360,000); inhibition, % at 3 µM; AID 602250;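 active = inhibition above a per-plate cutoff, the plate's mean sample inhibition plus 3 SD, cut at about 24% in these data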;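 also: 0% = DMSO plus EC80 ATP and 100% = DMSO alone without ATP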
M1 PAM – potentiates human M1 receptor response to acetylcholine; CHO-K1 hM1, Fluo-8 calcium fluorescence, ACh EC20; 0% = ACh EC20, 100% = maximal ACh; activation, % at 3 µM; actives 0.088% (n = 360,000); AID 588819; in the data active = activation above about 19%, passing the limit was not always enough
CHRM4 antagonist – CHRM4 antagonism in calcium assay. CHO-hM4 cells, ACh EC80, Fluo-8 calcium fluorescence. actives 0.73% (n = 360,000). inhibition, % at 3 µM. P08173;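 active = inhibition above its plate's cutoff, the mean inhibition of sample wells plus 3 SD, cut at about 27% in these data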;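 also: 0% = acetylcholine EC80 with DMSO and 100% = DMSO without agonist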
M1 ag parental – nonselective activator or artifact in parental CHO-K1 cells; AID 602248; activation, % at 3 µM; actives 0.48% (n = 360,000); Fluo-8 calcium fluorescence; scaled to maximal ATP response, vehicle zero; in the data active = activation above about 15%;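 also: untransfected CHO-K1 host cells lacking M1 receptor as counterscreen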
Numbers without * were called inactive; · = no result given. Compounds as they come; about 2.9% have a hit in one of these screens.

SMILES	CHRM4 agonist	OXTR potentiate	CHRM1 agonist	CHO parental Ca	CHRM1 antagonist	CHO-K1 Ca antag	M1 PAM	CHRM4 antagonist	M1 ag parental
Cc1cc(-c2nn(-c3ccccc3F)cc2CN2CCN(c3ccccn3)CC2)c(C)s1	12	8	-5	-18	22	-8	-13	6	3.5
COc1ccc(C(=O)NCc2ccc(C(=O)NCC(OC)OC)cc2)cc1OC	2	-4	-2	8	-8	-15	7	-15	0.3
Cc1ccc(S(=O)(=O)NCC(=O)OCCOc2cccc(Cl)c2)cc1	1	-9	-4	-9	3	-7	0	0	0.3
O=c1[nH]c(C(Cl)(Cl)Cl)nc2ccc3ccccc3c12	0	-2	-2	-2	9	5	2	-12	0.3
COc1ccc(C(=O)C[n+]2cccc3cc(C)ccc32)cc1	0	-10	-8	-10	19	-34	-4	5	1.6
Cc1cc(C)cc(CSc2ccc(S(=O)(=O)N3CCCC3)cn2)c1	-1	-9	-1	-6	5	-12	-5	12	-0.2
O=C1CCCc2c1cc(C(=O)O)c(=O)n2-c1ccccc1	2	-10	4	8	11	-13	2	-1	1.1
Cc1cc(Nc2n[nH]c(N)c2C#N)ccc1F	4	-7	-5	-7	-5	-6	3	-17	0.8
O=C(NCC(=O)N1CCN(Cc2ccccc2)CC1)c1cc(Cl)cc([N+](=O)[O-])c1	3	-2	-4	-2	13	-14	-6	-9	1.0
CC1Cc2ccccc2N1Cc1nc2cc(Cl)ccc2c(=O)[nH]1 (stereo unspecified)	2	-1	-2	-4	1	17	1	4	-0.1
COC(=O)CCC(=O)OC1(C)C(=O)C2=CN(C3CC3)C(c3ccc(OC)cc3)=CC2=C(Br)C1=O (stereo unspecified)	2	-4	-11	-15	7	-6	-3	7	0.0
Nc1nn(S(=O)(=O)c2cccc3nsnc23)cc1-c1ccc(Br)cc1	-1	-4	-9	-19	-6	-10	-1	4	-0.5
CCn1nc(C)c(CNC(=O)C2CCC(=O)N(CCc3ccc(OC)cc3)C2)c1C (stereo unspecified)	2	-19	-2	-2	3	-3	1	-6	-0.5
O=C(Nc1ccc(C2=NCCN2)cc1)c1ccc(C(=O)Nc2ccc(C3=NCCN3)cc2)c(Cl)c1	0	0	-5	-7	-9	-13	3	-9	0.2
Cc1cc(=O)oc(C)c1C(=O)OCC(=O)c1ccc2ccccc2c1	7	-17	1	-8	13	1	-4	-7	3.4
CC1(C2CC2)NC(=O)N(CC(=O)Nc2ccccc2-c2ccccc2)C1=O (stereo unspecified)	1	-1	-3	-9	-1	-20	4	-6	0.7
O=C(NCc1ccccn1)c1nc(Cn2cc([N+](=O)[O-])cn2)no1	1	-5	-2	10	-7	-7	5	2	0.3
O=C(NC(Cc1ccccc1)C(=O)O)c1cccnc1Cl (stereo unspecified)	1	-19	-3	-18	-1	-7	1	4	-0.2
O=c1c(-c2ccccc2)[n+]([O-])c2ccccc2n1O	0	0	-4	-6	0	-12	10	8	0.1
O=C(c1ccc(-c2cccc(C(F)(F)F)c2)o1)N1CCCCCCC1	-1	-4	-5	-16	-4	-8	7	-4	1.0
CCN(C[C@H]1N[C@@](CC)(C(=O)OC)[C@H]2C(=O)N(Cc3ccccc3)C(=O)[C@@H]12)C(=O)c1ccccc1	16	1	1	-17	7	1	-12	-14	5.5
COc1ccc(C(C)(C)C)cc1NC(=O)COC(=O)c1ccc([N+](=O)[O-])o1	2	-12	-10	-9	7	-11	-6	6	0.5
Cc1ccc(NC(=O)C2(S(=O)(=O)c3ccc(C)cc3)CC2)cc1	-2	1	-8	-13	11	-1	2	6	-0.1
CC(=O)c1cc(-c2ccccc2)n(CCC(=O)NC2CCCC2)c1C	1	-6	-5	-5	0	-1	12	-7	11
O=C(COC(=O)c1n[nH]c(=O)c2ccccc12)c1ccc(Cl)cc1	0	-11	-3	-16	6	-5	-4	9	1.6

7 of these compounds in another layout:
| canonical_smiles | CHRM4 agonist | OXTR potentiate | CHRM1 agonist | CHO parental Ca | CHRM1 antagonist | CHO-K1 Ca antag | M1 PAM | CHRM4 antagonist | M1 ag parental |
| --- | --- | --- | --- | --- | --- | --- | --- | --- | --- |
| Nc1nn(S(=O)(=O)c2cccc3nsnc23)cc1-c1ccc(Br)cc1 | -1 | -4 | -9 | -19 | -6 | -10 | -1 | 4 | -0.5 |
| CCn1nc(C)c(CNC(=O)C2CCC(=O)N(CCc3ccc(OC)cc3)C2)c1C (stereo unspecified) | 2 | -19 | -2 | -2 | 3 | -3 | 1 | -6 | -0.5 |
| O=C(Nc1ccc(C2=NCCN2)cc1)c1ccc(C(=O)Nc2ccc(C3=NCCN3)cc2)c(Cl)c1 | 0 | 0 | -5 | -7 | -9 | -13 | 3 | -9 | 0.2 |
| Cc1cc(=O)oc(C)c1C(=O)OCC(=O)c1ccc2ccccc2c1 | 7 | -17 | 1 | -8 | 13 | 1 | -4 | -7 | 3.4 |
| CC1(C2CC2)NC(=O)N(CC(=O)Nc2ccccc2-c2ccccc2)C1=O (stereo unspecified) | 1 | -1 | -3 | -9 | -1 | -20 | 4 | -6 | 0.7 |
| O=C(NCc1ccccn1)c1nc(Cn2cc([N+](=O)[O-])cn2)no1 | 1 | -5 | -2 | 10 | -7 | -7 | 5 | 2 | 0.3 |
| O=C(NC(Cc1ccccc1)C(=O)O)c1cccnc1Cl (stereo unspecified) | 1 | -19 | -3 | -18 | -1 | -7 | 1 | 4 | -0.2 |

The list continues:
SMILES	CHRM4 agonist	OXTR potentiate	CHRM1 agonist	CHO parental Ca	CHRM1 antagonist	CHO-K1 Ca antag	M1 PAM	CHRM4 antagonist	M1 ag parental
COC(=O)[C@@H](NC(=O)c1ccccc1OC1CCN(S(C)(=O)=O)CC1)C(C)C	0	5	-6	-25	62*	-10	-28	20	-0.5
CCc1nn(CC(=O)NCCN2CCOCC2)c(=O)c2cc3c(OC)cccc3n12	-1	1	-6	-18	-5	-5	19	-13	-0.1
CCOC(=O)N1CCN(C(=O)CSc2ccc3nnc(CCNC(=O)c4ccc(OC)cc4)n3n2)CC1	0	3	-7	-9	-6	-10	4	-1	0.5
Cc1c(S(=O)(=O)N2CCc3ccccc3C2)c(=O)n(C)c(=O)n1C	1	2	8	-6	-6	8	20	1	0.5
CN(CC(=O)Nc1ccc(Cl)cc1)S(=O)(=O)c1cccc2cccnc12	11	-2	-1	-4	-7	10	-3	-12	6.2
CSCCC(NS(=O)(=O)c1ccccc1F)C(=O)NCC(c1ccco1)N(C)C (stereo unspecified)	-2	-4	-4	-16	3	-12	-5	6	-0.2
O=C(CCCCn1c(=O)c2ccccc2n(CC(=O)NC2CCCC2)c1=O)NC1CCCC1	0	-1	-4	-5	-39	0	4	4	0.1
C[C@H](c1ccccc1)N1C[C@@H](COCc2ccccc2)Oc2cc(N3CC[C@H](N(C)C)C3)ccc2S1(=O)=O	12	·	·	·	·	-13	·	-4	4.1
C=CCNC(=S)NNc1ncnc2sc3c(c12)CC(C)(C)OC3	6	-15	-4	-4	-6	-4	6	3	2.2
NS(=O)(=O)c1ccc(NC(=O)CCC(=O)N2CCOCC2)cc1	2	1	-4	-12	-7	-11	5	-3	1.3
CCCCCc1ccc(CC(=O)Nn2c(C)nc3ccccc3c2=O)cc1	7	-10	9	-12	-4	-2	7	7	6.1
CC(C)(C)c1cc[n+](-c2nc([O-])sc2C=O)cc1	1	-1	-6	-8	-7	1	8	6	0.4
CCSc1nc(N)nc(-c2cccs2)c1C#N	4	-10	-5	-12	3	-17	-4	5	1.2
N#CCC(=O)N/N=C/c1ccc(Sc2nc3ccccc3s2)o1	0	-3	0	-16	8	2	0	-3	0.3
Cc1cccc(-c2noc(-c3ccccc3C(=O)NCC3CCCO3)n2)c1 (stereo unspecified)	7	-9	-4	-25	6	-4	-5	7	3.0
Cc1cccc(C)c1NC(=O)CN(C)C(=O)c1cccc(-n2cccc2)c1	0	-6	-1	-8	-12	-5	-1	-5	0.8
COc1cc(C(=O)NC2CCN(C)CC2)ccc1Nc1ncc2c(n1)N(CCc1ccccc1)CCC(=O)N2C	1	·	-14	·	10	3	5	-5	0.1
O=C(O)CCCC(=O)Nc1ccc(C(=O)N2CCCCC2)c(Cl)c1	0	-4	-2	5	-25	-8	6	-14	0.1
Cc1cc(C)c2c(c1)/C(=N/NC(=O)c1cc(C)oc1C)CCC2	0	5	-5	-7	-1	7	-2	-2	0.2
COc1ccc(CCNC(=O)/C(C#N)=C/c2ccc(OCC(=O)NCC3CCCO3)cc2)cc1OC (stereo unspecified)	10	-11	-2	-18	15	-3	-16	7	5.4
COc1ccc(C(=O)Nc2ccc(CN3CCCCC3)cc2)cc1	5	-3	-7	-12	10	-10	-5	8	0.8
Cn1c(=O)c2c(nc(NCc3ccco3)n2Cc2ccccc2Cl)n(C)c1=O	-1	-6	-3	10	2	-5	3	6	-0.1
c1ccc(-c2ccc(-c3ccccc3)[nH]2)cc1	-2	·	-7	·	-15	0	5	0	0.1
CC(C)C[C@H](NC(=O)[C@@H]1Cc2ccccc2CN1)C(=O)Nc1ccc(C(C)C)cc1	6	-11	-4	-22	-10	-10	6	0	2.2
O=C(COc1ccc(-n2cnnn2)cc1)Nc1ccc(F)c(F)c1F	2	-11	-2	30*	1	-4	-1	-19	1.1
SMILES	CHRM4 agonist	OXTR potentiate	CHRM1 agonist	CHO parental Ca	CHRM1 antagonist	CHO-K1 Ca antag	M1 PAM	CHRM4 antagonist	M1 ag parental
CN(C)S(=O)(=O)c1ccc(C(=O)Nc2nc(-c3ccccc3)c(C(=O)c3ccccc3)s2)cc1	0	-7	1	2	-7	20	11	4	-0.2
CCOP(=O)(OCC)c1nc(-c2ccc(Cl)cc2Cl)oc1N1CCCCC1	1	-5	-4	-15	1	-10	6	-13	1.2
O=Cc1cccc(OC(=O)/C=C/c2ccco2)c1	0	-14	2	6	-22	-5	17	-12	4.5
Cc1nc(-c2nc(-c3c(C(=O)NN)noc3C)cs2)cs1	3	-9	-6	-26	7	11	-4	-10	-0.3
Cc1noc(C)c1NC(=O)Nc1ccc2c(c1)C(=O)N([C@H](C)CO)C[C@H](C)[C@@H](CN(C)S(=O)(=O)c1ccc(F)cc1)O2	0	-7	-5	-6	2	-16	2	3	0.6
O=C(CN(C(=O)c1csnn1)c1ccc2c(c1)OCCO2)NCc1ccccc1	2	-4	-1	-17	1	2	10	-2	0.4
CN1C(=O)CSC1=Nc1ccc(Br)cc1	0	-2	-4	1	7	7	-3	1	0.1
